High-throughput results (PubChem BioAssay)
DRD3 agonist = activates the human D3 dopamine receptor; P35462; D3R DiscoveRx beta-arrestin cells, luminescence, 90 min; max activation, %; 410,000 tested, 0.58% active; in the data active means max activation above about 30%; further: 0% is about no effect; mostly tested at two doses, the higher about 12 µM
Target sequence (P35462 whole entry, looked up): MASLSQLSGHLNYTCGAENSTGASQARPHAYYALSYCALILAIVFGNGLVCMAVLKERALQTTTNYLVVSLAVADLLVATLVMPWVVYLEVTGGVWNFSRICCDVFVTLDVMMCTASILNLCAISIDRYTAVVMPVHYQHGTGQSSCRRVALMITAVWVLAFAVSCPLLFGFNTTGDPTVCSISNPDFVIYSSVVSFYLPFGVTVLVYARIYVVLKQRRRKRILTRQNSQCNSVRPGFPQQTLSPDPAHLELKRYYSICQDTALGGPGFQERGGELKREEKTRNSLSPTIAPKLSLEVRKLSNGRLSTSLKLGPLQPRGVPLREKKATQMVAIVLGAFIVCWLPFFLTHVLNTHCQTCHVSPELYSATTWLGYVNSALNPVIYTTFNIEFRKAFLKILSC
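Cells at 1500/well, incubated overnight, then treated with pinned compounds (dopamine as control) for 90 min at 37 degrees C. DiscoveRx reagent added for 30 - 60 minutes at room temperature; luminescence read.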
PTHR1 agonist = PTHR1 (human) receptor agonism; HEK293 GP2 PTHR1 cells, GloSensor cAMP luminescence, 1 h; Potency, µM (titrated, usually from 115 µM), for inactives: at the top dose activation, usual class: activators; 410,000 tested, 0.075% active; further: potency means the concentration at half of the fitted maximal effect; nearly all actives have a fitted effect of over 55% in size; some results filed as inactive show a strong effect at the top dose; inactives centre near -15; many of its hits are not listed in these tables
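HEK-293-derived GP2 cells expressing PTHR1 and a GloSensor cAMP reporter, 3,000/well, plated overnight, given luciferin plus IBMX (each 0.5 mM as added) for 1 h at 37 °C, then compound for 1 h at 37 °C. Luminescence was read after 15 min at room temperature.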
GLP1R cytotox = cytotoxic in the GLP-1 receptor inverse agonist counter-screen; HEK293 cAMP-luciferase reporter cells, luminescence, 24 h; Potency, µM (series often up to 38.3 µM), for the others: at the highest dose activity change, negative = inhibition, actives largely listed as inhibitors; 410,000 tested, 0.13% active;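 further: loss of luciferase light is scored as toxicity; potency means the concentration at half of the fitted maximal effect; on the % scale 0 is the no-effect control and ±100 the full control effect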
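Seeding density was 200 cells/uL; after overnight-length (12 h) culture, 23 nL compounds went on for 24 h at 37 °C. Readout used a luciferase detection reagent, luminescence taken after 12 min at room temperature.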
D3 antag = D3 dopamine receptor (human) antagonism; P35462; D3R cells, DiscoveRx beta-arrestin luminescence, antagonist mode; stronger effect = lower value; max response, negative = inhibition, %; 360,000 tested, 2.5% active; in the data active means max response below about -50%; inconclusive means no clear call, values can overlap the other calls; further: on the % scale 0 is the no-effect control and ±100 the full control effect; mostly tested at two doses, the higher about 12 µM
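Cells plated overnight at 1500 cells/well, then exposed to library compounds with dopamine controls for 90 minutes at 37 degrees C. DiscoveRx reagent added for 30–60 minutes at room temperature; luminescence read, quantitative HTS format.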
TDP43 rescue = inhibitors of TDP-43 toxicity in yeast; Potency, µM (top dose mostly 46.1 µM), for inactives: at the top dose growth rescue (activation), most hits filed as activators; TDP-43 expressing yeast growth rescue, BacTiter-Glo, 24 h; 410,000 tested, 1.8% active; AID 652104; further: potency means the concentration at half of the fitted maximal effect; % of control where 0% means no effect; nearly all actives have a fitted effect of over 50% in size
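Cell-based yeast growth screen: TDP-43 expression induced in galactose, inoculum OD600=0.02 after raffinose pregrowth to mid-log. Read-out BacTiter-Glo luminescence at 24 hr, 30 deg C; inhibition of toxicity seen as signal increase.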
KB-V1 MDR tox = KB-V1 MDR subline cytotoxicity; KB-V1 MDR cells viability, CellTiter-Glo, 72 h; Potency, µM (highest dose often 46.1 µM), inactives show top-dose activity change, negative = cytotoxicity, most hits filed as cytotoxic; 400,000 tested, 3.4% active; AID 1347076; further: potency means the concentration at half of the fitted maximal effect; on the % scale 0 is the no-effect control and ±100 the full control effect; nearly all actives have a fitted effect of over 60% in size
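KB-V1, DMEM (no phenol red) + 10% FBS; cpd pin-transferred, titration series; 72 h, 37 degrees C; CellTiter-Glo, luminescence. Data normalized, curve-fit.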
GLP1R inv ag = GLP-1 receptor (human) inverse agonism; 410,000 tested, 1.6% active; P43220; Potency, µM (titrated, usually from 38.3 µM), for inactives: at the highest dose activity change, negative = inhibition, usual class: inhibitors; HEK293 GLP-1R CRE-luciferase, luminescence, 24 h; GLP-1R form is constitutively active; further: potency means the concentration at half of the fitted maximal effect; on the % scale 0 is the no-effect control and ±100 the full control effect; nearly all actives have a fitted effect of over 55% in size
Target sequence (P43220 whole entry, looked up): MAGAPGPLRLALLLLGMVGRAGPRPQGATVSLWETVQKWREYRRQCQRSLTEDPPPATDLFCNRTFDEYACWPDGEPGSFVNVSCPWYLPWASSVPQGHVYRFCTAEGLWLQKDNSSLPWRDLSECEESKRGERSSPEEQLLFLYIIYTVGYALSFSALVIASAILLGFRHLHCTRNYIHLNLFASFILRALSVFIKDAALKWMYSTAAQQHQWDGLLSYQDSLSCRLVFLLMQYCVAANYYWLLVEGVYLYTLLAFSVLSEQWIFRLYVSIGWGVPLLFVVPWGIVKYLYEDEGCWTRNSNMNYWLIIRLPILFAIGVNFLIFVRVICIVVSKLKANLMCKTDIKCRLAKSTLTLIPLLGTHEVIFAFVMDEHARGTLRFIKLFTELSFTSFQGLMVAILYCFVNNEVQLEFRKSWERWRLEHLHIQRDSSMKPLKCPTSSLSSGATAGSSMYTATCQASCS
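Cells are plated, allowed 12 hours at 37 deg C, then treated with compounds for 24 hr before luciferase detection reagent is added and luminescence is read after 12 min at room temperature. The HEK293 line carries constitutively active GLP-1R with a cAMP-responsive reporter.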
GLP1R ag = GLP-1 receptor (human) agonism; P43220; HEK293 GLP-1R CRE-luciferase, luminescence, 4-6 h; cells express a hypersensitive GLP-1R form; Potency, µM (top dose mostly 45.6 µM), inactives show at the highest dose activation, most hits filed as activators; 380,000 tested, 0.007% active; AID 624172; further: potency means the concentration at half of the fitted maximal effect; % of control where 0% means no effect
aSyn yeast inh = rescues yeast growth from alpha-synuclein toxicity | Yeast expressing alpha-synuclein, growth rescue, BacTiter-Glo, 24 h | Potency, µM (doses to about 46.1 µM), for inactives: at the top dose growth rescue (activation), hits mostly activators | 370,000 tested, 0.14% active; further: potency means the concentration at half of the fitted maximal effect; % of control where 0% means no effect; nearly all actives have a fitted effect of over 65% in size
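Galactose-induced alpha-syn yeast (OD600=0.02, raffinose-pregrown) + pinned cpd, 24 hr, 30 deg C; growth by BacTiter-Glo luminescence. Growth restoration scores as activation.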
* = called active by the depositor; [ ] = another dose, or the depositor's remark. Unless noted, the call rests on the fitted dose curve; in most records, active means well fitted curve in the direction sought with a large enough effect; inconclusive means small, poorly fitted or top-dose-only effect, or another doubt; inactive means no such curve, though single readings can be large; an effect the other way counts as inactive or inconclusive.

For Cc1sc2ncn(CC(=O)NCCCN3CC(C)CC(C)C3)c(=O)c2c1S(=O)(=O)N1CC(C)CC(C)C1 (stereo not given) the results were DRD3 agonist -28, PTHR1 agonist inactive, GLP1R cytotox -7%, D3 antag -90*, TDP43 rescue -1%, KB-V1 MDR tox inconclusive, GLP1R inv ag 2%, GLP1R ag 10% and aSyn yeast inh -2%.
`CC(NC(=O)NC(=O)c1cccc([N+](=O)[O-])c1)C1CC1` (stereo not given) gave DRD3 agonist -10, PTHR1 agonist inactive, GLP1R cytotox -1%, D3 antag -16, TDP43 rescue -9%, KB-V1 MDR tox 10%, GLP1R inv ag 1%, GLP1R ag 0% and aSyn yeast inh 0%.
For CCOc1ccc(CCNC(=O)c2csc3c2CCCCC3)cc1 the results were DRD3 agonist 2, PTHR1 agonist inactive, GLP1R cytotox 5%, TDP43 rescue 9%, KB-V1 MDR tox 10% and GLP1R inv ag -7%.
CCN(CC(=O)NCc1cccs1)C(=O)c1cccc(S(=O)(=O)NC)c1 was read as DRD3 agonist 1, PTHR1 agonist inactive, GLP1R cytotox -9%, D3 antag 36, TDP43 rescue 19%, KB-V1 MDR tox 8%, GLP1R inv ag 1%, GLP1R ag -14% and aSyn yeast inh -4%.
Screening CCC(C)N(C(=O)COC(=O)C1CCN(S(=O)(=O)c2ccc(C)c(C)c2)CC1)C1CCS(=O)(=O)C1 (stereo not given) returned DRD3 agonist -2, PTHR1 agonist inactive, GLP1R cytotox 5%, D3 antag -5, TDP43 rescue -8%, KB-V1 MDR tox 17%, GLP1R inv ag -1%, GLP1R ag 10% and aSyn yeast inh 0%.
For CC(C)NC(=O)COC(=O)c1cncc(Br)c1 the results were DRD3 agonist -3, PTHR1 agonist inactive, GLP1R cytotox -8%, D3 antag -1, TDP43 rescue -10%, KB-V1 MDR tox 3%, GLP1R inv ag 4%, GLP1R ag 10% and aSyn yeast inh 1%.
For Cc1cccc(NC(=S)N2CCCCCC2)c1C the results were DRD3 agonist 1, PTHR1 agonist -5%, GLP1R cytotox 17%, D3 antag 0, TDP43 rescue 22%, KB-V1 MDR tox 7%, GLP1R inv ag -5%, GLP1R ag -1% and aSyn yeast inh -7%.
For CCOc1ccc(NC(=O)c2ccc(CSc3nnnn3C)cc2)cc1 the results were DRD3 agonist -11, PTHR1 agonist inactive, GLP1R cytotox 25%, D3 antag inconclusive, TDP43 rescue -9%, KB-V1 MDR tox 8%, GLP1R inv ag 7%, GLP1R ag 7% and aSyn yeast inh -1%.
`O=C(NNc1nc(N2CCOCC2)nc(N2CCOCC2)n1)c1ccccc1` gave DRD3 agonist -1, PTHR1 agonist inactive, GLP1R cytotox -6%, D3 antag -19, TDP43 rescue 13%, KB-V1 MDR tox 13%, GLP1R inv ag 13%, GLP1R ag -1% and aSyn yeast inh -3%.
Screening COc1ccc(C(=O)NCC2OCCc3ccccc32)cc1 (stereo not given) returned DRD3 agonist 4, PTHR1 agonist -11%, GLP1R cytotox -12%, D3 antag 7, TDP43 rescue inconclusive, KB-V1 MDR tox -5%, GLP1R inv ag 4%, GLP1R ag -2% and aSyn yeast inh -3%.
Screening COC(=O)C1(C(=O)OC)C[C@H](/C=C/c2ccccc2)N(Cc2ccccc2OC)[C@@H]1c1ccccc1 returned DRD3 agonist -1, PTHR1 agonist -60%[inhibitor], GLP1R cytotox 24%, D3 antag -5, TDP43 rescue -4%, KB-V1 MDR tox inconclusive, GLP1R inv ag inconclusive and aSyn yeast inh 3%.
`COc1ccc(S(=O)(=O)NNC(=O)Nc2ccc(C)cc2)c(OC)c1` gave DRD3 agonist -2, PTHR1 agonist -26%, GLP1R cytotox 13%, D3 antag 6, TDP43 rescue -3%, KB-V1 MDR tox -2%, GLP1R inv ag -5%, GLP1R ag -10% and aSyn yeast inh -2%.
CCCn1c(SCC(=O)NCc2ccccc2Cl)n[nH]c1=O was read as DRD3 agonist 4, PTHR1 agonist -21%, GLP1R cytotox -2%, D3 antag 0, TDP43 rescue -6%, KB-V1 MDR tox -15%, GLP1R inv ag 6%, GLP1R ag -6% and aSyn yeast inh -7%.
`O=C(c1ccc(F)cc1F)N1CCN(c2ncccn2)CC1` gave DRD3 agonist -11, PTHR1 agonist inactive, GLP1R cytotox -5%, D3 antag -14, TDP43 rescue -4%, KB-V1 MDR tox 15%, GLP1R inv ag 0%, GLP1R ag -4% and aSyn yeast inh 0%.
`CN1C[C@@H]2C(c3ccc(C(F)(F)F)cc3)C3(c4ccccc4)CC2(C3)[C@H]1c1ccccc1` (stereo not given in full) gave DRD3 agonist 2, PTHR1 agonist inactive, GLP1R cytotox -3%, D3 antag inconclusive, TDP43 rescue -1%, KB-V1 MDR tox -8%, GLP1R inv ag -8%, GLP1R ag -2% and aSyn yeast inh -29%.

4 structures out of the list, ordered by number of heavy atoms, lowest first:
`CC(NC(=O)NC(=O)c1cccc([N+](=O)[O-])c1)C1CC1` (stereo not given) gave DRD3 agonist -10, PTHR1 agonist inactive, GLP1R cytotox -1%, D3 antag -16, TDP43 rescue -9%, KB-V1 MDR tox 10%, GLP1R inv ag 1%, GLP1R ag 0% and aSyn yeast inh 0%.
Screening COc1ccc(C(=O)NCC2OCCc3ccccc32)cc1 (stereo not given) returned DRD3 agonist 4, PTHR1 agonist -11%, GLP1R cytotox -12%, D3 antag 7, TDP43 rescue inconclusive, KB-V1 MDR tox -5%, GLP1R inv ag 4%, GLP1R ag -2% and aSyn yeast inh -3%.
`COc1ccc(S(=O)(=O)NNC(=O)Nc2ccc(C)cc2)c(OC)c1` gave DRD3 agonist -2, PTHR1 agonist -26%, GLP1R cytotox 13%, D3 antag 6, TDP43 rescue -3%, KB-V1 MDR tox -2%, GLP1R inv ag -5%, GLP1R ag -10% and aSyn yeast inh -2%.
`CN1C[C@@H]2C(c3ccc(C(F)(F)F)cc3)C3(c4ccccc4)CC2(C3)[C@H]1c1ccccc1` (stereo not given in full) gave DRD3 agonist 2, PTHR1 agonist inactive, GLP1R cytotox -3%, D3 antag inconclusive, TDP43 rescue -1%, KB-V1 MDR tox -8%, GLP1R inv ag -8%, GLP1R ag -2% and aSyn yeast inh -29%.

(more compounds)
N#Cc1ccc(CN2CCN(C(=O)C3CC(=O)N(c4ccc5c(c4)OCCO5)C3)CC2)cc1 (stereo not given) was read as DRD3 agonist 3, PTHR1 agonist -1%, GLP1R cytotox 4%, D3 antag 0, TDP43 rescue 13%, KB-V1 MDR tox -8%, GLP1R inv ag 2%, GLP1R ag -1% and aSyn yeast inh 1%.
`CC(=O)N(C)N(C)c1cc(C)nc(N)n1` gave DRD3 agonist 14, PTHR1 agonist inactive, GLP1R cytotox -1%, D3 antag 10, TDP43 rescue 1%, KB-V1 MDR tox inconclusive, GLP1R inv ag 9%, GLP1R ag -1% and aSyn yeast inh 3%.
Screening CC1CCc2nc(NCCO)nc(C(F)(F)F)c2C1 (stereo not given) returned DRD3 agonist -7, PTHR1 agonist inactive, GLP1R cytotox -22%, D3 antag -3, TDP43 rescue 10%, KB-V1 MDR tox inconclusive, GLP1R inv ag 9%, GLP1R ag 20% and aSyn yeast inh 5%.
`Fc1ccc(OCCCCN2CCOCC2)cc1` gave DRD3 agonist -7, PTHR1 agonist inactive, GLP1R cytotox 8%, D3 antag -7, TDP43 rescue 15%, KB-V1 MDR tox -13%, GLP1R inv ag 3%, GLP1R ag 1% and aSyn yeast inh -1%.
For CN(Cc1ccccc1)Cc1c(O)ccc2ccccc12 the results were DRD3 agonist -3, PTHR1 agonist inactive, GLP1R cytotox 5%, D3 antag 2, TDP43 rescue -6%, KB-V1 MDR tox -6%, GLP1R inv ag inconclusive, GLP1R ag 16% and aSyn yeast inh -1%.
Cc1ccc(-c2cc(C(=O)O)c3ccccc3n2)c(C)c1 was read as DRD3 agonist 0, PTHR1 agonist inactive, GLP1R cytotox 3%, D3 antag 2, TDP43 rescue 10%, KB-V1 MDR tox -2%, GLP1R inv ag 15%, GLP1R ag -3% and aSyn yeast inh 11%.
For C=CCN1C(=O)[C@]2(c3ccccc31)C1CCCC=C1C(C#N)=C(N)C2(C#N)C#N (stereo not given in full) the results were DRD3 agonist -40, PTHR1 agonist inactive, GLP1R cytotox 2%, D3 antag inconclusive, TDP43 rescue 16%, KB-V1 MDR tox -29%, GLP1R inv ag -6%, GLP1R ag -11% and aSyn yeast inh -1%.
For Cc1oc2cc3oc(=O)ccc3cc2c1C the results were DRD3 agonist 2, PTHR1 agonist -7%, GLP1R cytotox 2%, D3 antag 19, TDP43 rescue 0%, KB-V1 MDR tox inconclusive, GLP1R inv ag 51%[activator], GLP1R ag 6% and aSyn yeast inh 12%.
For COc1ccc(N2CCN(S(=O)(=O)CCNC(=O)C(C)Oc3ccccc3)CC2)cc1 (stereo not given) the results were DRD3 agonist 4, PTHR1 agonist -6%, GLP1R cytotox 5%, D3 antag 24, TDP43 rescue 2%, KB-V1 MDR tox inconclusive, GLP1R inv ag -17%, GLP1R ag -3% and aSyn yeast inh 2%.
Screening COc1cc(/C=N/NC(=O)c2sc3ccccc3c2Cl)ccc1OC(=O)c1ccc([N+](=O)[O-])cc1 returned DRD3 agonist 2, PTHR1 agonist -4%, GLP1R cytotox -13%, D3 antag 5, TDP43 rescue -8%, KB-V1 MDR tox inconclusive, GLP1R inv ag 5%, GLP1R ag -5% and aSyn yeast inh 1%.

An excerpt, so the mix of outcomes need not match the whole.
